GPR35 antagonists: GPR35 antagonists blocking zaprinast-driven arrestin recruitment, primary screen, imaging, U2OS, beta-arrestin-GFP, zaprinast agonist (AID 2058). G-protein coupled receptor 35 (Homo sapiens). U2OS GPR35 beta-arrestin-GFP translocation imaging, zaprinast antagonism; higher % means a stronger effect. inhibition, % at 10 µM; hits with a dose series show IC50 in µM. 0.052% of 290,000 active;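 active = inhibition of at least 50% with at least 30 cells and total cytoplasm GFP at most 10,000,000; inconclusive = under 30 cells or total GFP of 10,000,000 plus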
NOD1 inhibition: NOD1 signaling inhibitors, primary screen, cell-based, luminescence, uHTS (AID 1578). NOD1-driven NF-kB luciferase reporter cells, luminescence; higher % means a stronger effect. inhibition, % at 4 µM, or EC50 in µM where a hit was titrated. 1% of 290,000 active; in the data active = inhibition mostly above about 36%, no sharp cut-off; inactive = mostly below about 34%;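 note: HEK-293T reporter cells stimulated with the NOD1 agonist gamma-tri-DAP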
NS5 inhibitors: Dengue-2 NS5 methyltransferase inhibitors, primary screen, biochemical, confirmation dose response (AID 588689) | Genome polyprotein (Dengue virus type 2 (strain 16681-PDK53)) | Dengue-2 NS5 methyltransferase capping enzyme assay, biochemical; higher % means a stronger effect | inhibition, % at 25 µM; hits with a dose series show IC50 in µM | 0.3% of 340,000 active; in the data active = a potency from the dose series; inconclusive = inhibition above about 29% without an active follow-up result
KOR beta-arrestin-1: KOR agonists, beta-arrestin recruitment, primary screen, cell-based, luminescence, uHTS (AID 1777). activation, % at 10 µM, or EC50 in µM where a hit was titrated. KOR beta-arrestin recruitment, luminescence; higher % means a stronger effect. 0.02% of 280,000 active; in the data active = activation above about 50%, passing the limit was not always enough; note: a part of the inactive calls stands beside numbers as strong as those of hits
GPR55 beta-arrestin: GPR55 agonists via beta-arrestin recruitment, primary screen, imaging, U2OS cells, beta-arrestin-GFP redistribution (AID 1961); G-protein coupled receptor 55 (Homo sapiens); U2OS GPR55 beta-arrestin-GFP redistribution imaging; higher % means a stronger effect; one-dose activation, % at 10 µM; EC50 in µM for titrated hits; 0.048% of 290,000 active;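 active = activation above 40% with more than 50 cells counted in the well; inconclusive = wells holding fewer than 50 cells, flagged as toxic or sparse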;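 note: U2OS osteosarcoma cells stably expressing GPR55 and beta-arrestin-GFP; plate controls were DMSO negative control for no effect and LPI positive control for full effect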
West Nile antiviral: West Nile virus antiviral activity, cell-based, CPE readout (AID 1621); one-dose CPE inhibition, % at 10 µM; IC50 in µM for titrated hits; 0.02% of 290,000 active; West Nile virus-infected cells, CPE inhibition; higher % means a stronger effect; in the data active = a potency from the dose series; inconclusive = CPE inhibition mostly from about 3.7% at the one dose, without a potency; inactive = the rest, 99 in 100 with CPE inhibition below about 2.2%; note: strong numbers were not always called active
KOR beta-arrestin-2: KOR antagonists, beta-arrestin recruitment, cell-based, luminescence, uHTS (AID 1778). KOR beta-arrestin recruitment, luminescence, antagonist mode; higher % means a stronger effect. 0.091% of 290,000 active. inhibition, % at 10 µM; hits with a dose series show IC50 in µM; in the data active = inhibition above about 50%; note: strong numbers were not always called active
HIV fusion peptide: inhibitors of HIV fusion peptide binding, primary screen, biochemical, uHTS, fluorescence dequenching (AID 1986). cell-free peptide binding, fluorescence dequenching, 30 min; higher % means a stronger effect. one-dose inhibition, % at 20 µM; IC50 in µM for titrated hits. 0.3% of 290,000 active; in the data active = inhibition mostly above about 52%, no sharp cut-off; inactive = mostly below about 76%; note: some results filed as inactive read as strong as hits
GPR55 LPI antagonism: GPR55 antagonists blocking LPI-driven arrestin recruitment, primary screen, imaging, U2OS, beta-arrestin-GFP, LPI agonist (AID 2013). one-dose inhibition, % at 10 µM; IC50 in µM for titrated hits. 0.13% of 290,000 active. G-protein coupled receptor 55 (Homo sapiens). U2OS GPR55 beta-arrestin-GFP translocation imaging, LPI antagonism; higher % means a stronger effect;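 active = spots per cell inhibited over 60%, with over 100 cells counted and total cytoplasm intensity under 500,000; inconclusive = wells with under 100 cells, flagged as likely toxic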;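 note: U2OS cells stably carrying GPR55 and arrestin-GFP stimulated by 5 µM LPI near EC80; imaged beta-arrestin-GFP aggregate spots per cell after agonist stimulation; plate controls were LPI-stimulated DMSO wells for no effect and DMSO wells without LPI for full effect; some results filed as inactive read as strong as hits; confirmed hits need IC50 under 10 µM and bright autofluorescent wells are also inconclusive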
NS5 inhibitors pilot replicate: recorded beside NS5 inhibitors, whose call it bears; inhibition, %; measured here: pilot screen replicate inhibition
An asterisk follows results filed as active; ? = inconclusive; . = not tested or not shown; [ ] = remark or other dose.

SMILES	GPR35 antagonists	NOD1 inhibition	NS5 inhibitors	KOR beta-arrestin-1	GPR55 beta-arrestin	West Nile antiviral	KOR beta-arrestin-2	HIV fusion peptide	GPR55 LPI antagonism	others
CC(=O)N1CCc2cc(Br)cc(S(=O)(=O)NCCCN3CCC(C)CC3)c21	0%	8%	-2%	-0.5%	-0.3%	.	10%	0.9%	5%
CCOc1ccccc1/C=N/NC(=O)c1cccc(S(=O)(=O)N(CC)CC)c1	0%	-14%	-6%	-11%	-0.3%	0.4%	15%	-1.7%	11%
Cn1cc(-c2ccccc2C(=O)O)c(=O)c2ccccc21	3%	0%	-8%	-24%	1.2%	0.1%	-10%	-1.5%	7%
COc1ccc(C(=O)CSc2nnc(-c3ccco3)n2C)cc1	-6%	-11%	-7%	2.0%	0.2%	-0.3%	34%	-1.0%	7%
Cc1cc(C)c(-c2cc(NC(=O)COC(=O)c3ccc(CO)cc3)n(-c3ccccc3)n2)cc1C	-7%	18%	-13%	15%	-0.8%	-0.2%	-26%	-0.4%	-3%
CCC1(c2ccc(F)cc2)NC(=O)N(CC(=O)NCc2ccc(F)cc2)C1=O (centres undefined)	9%	17%	-7%	1.2%	0.0%	-1.0%	-19%	-1.6%	7%
CCc1cc2cc(OC)ccc2nc1SCC(=O)Nc1cc(OC)c(OC)cc1C(=O)O	2%	-36%	9%	-2.2%	0.2%	0.5%	-4%	33%	10%
Nc1nc(NCCOCCO)nc(NC2CCCCC2)c1[N+](=O)[O-]	2%	-1%	-3%	-6.2%	-0.1%	2.2%	8%	0.1%	-6%
CCCNS(=O)(=O)c1cccc2cccnc12	-1%	-16%	-4%	-7.2%	-0.2%	0.0%	33%	-0.5%	-6%
O=C(CN(C(=O)CNC(=O)c1ccco1)c1ccc2c(c1)OCCO2)NC1CCCCC1	14%	-34%	-1%	.	-0.1%	-0.4%	16%[20 µM]	0.9%	21%
COc1ccccc1NS(=O)(=O)c1ccc(C)c(C(N)=O)c1	18%	6%	-8%	-0.8%	0.5%	-0.3%	-4%	-1.9%	4%
Cc1cnc(C(=O)Nc2ccc(S(=O)(=O)N(C(C)C)C(C)C)cc2)cn1	3%	-5%	-10%	-0.4%	-0.2%	-0.2%	-4%[20 µM]	0.0%	0%
C[C@@H]1CC[C@@]2(OC1)O[C@H]1C[C@H]3[C@@H]4CC=C5C[C@@H](O)[C@H](O)C[C@]5(C)C4CC[C@]3(C)[C@H]1[C@@H]2C (some centres undefined)	2%	-14%	-9%	-1.2%	-0.1%	0.3%	35%	-2.1%	9%
O=P(COCCOCP(=O)(c1ccccc1)c1ccccc1)(c1ccccc1)c1ccccc1	2%	-22%	-7%	1.7%	0.3%	-0.2%	5%	2.4%	8%
COc1ccc(S(=O)(=O)N2CC(=O)Nc3ccccc32)cc1F	9%	-13%	0%	3.8%	-0.1%	-0.1%	0%	-1.9%	16%
Cc1ccc(-c2cc(C(=O)Nc3c(C)n(C)n(-c4ccccc4)c3=O)[nH]n2)c(O)c1C	0%	2%	-5%	-1.3%	-0.2%	1.2%	0%	-1.6%	19%
CCN(c1ccc(OC)cc1)S(=O)(=O)c1nnc(NC(=O)C2CCCCC2)s1	3%	-15%	-5%	-4.5%	-0.2%	-0.1%	-7%	2.1%	17%
O=C(NCc1ccccc1Cl)C1CCC(=O)N(CC2CCCCC2)C1 (centres undefined)	-6%	-26%	4%	-1.9%	-0.1%	-1.1%	15%	0.9%	5%
Cc1nc2ccccc2cc1OCc1ccc(F)cc1	-7%	39%	-6%	-0.5%	-0.3%	3.0%	9%	1.0%	-8%
CCOc1ccc(NC(=O)CNC(=O)c2cccs2)cc1	-7%	-51%	3%	-5.4%	0.5%	0.2%	-19%	1.9%	-13%
Cc1cc(C)c(NC(=O)c2ccc(S(=O)(=O)N(C)C)cc2)c(C)n1	-7%	-14%	2%	-2.7%	-0.1%	0.0%	27%	-1.1%	2%
O=C(O)CCSc1nnc(COc2ccc(Cl)cc2)n1-c1ccccc1	-13%	7%	-5%	-1.7%	0.0%	-0.5%	15%	-0.1%	-4%
O=C(CCN1CCCC1Cc1ccccc1)c1ccc2c(c1)OCCO2 (centres undefined)	0%	-3%	-40%	0.8%	-0.2%	.	-20%	-0.7%	-6%
COc1ccc(N(CC(=O)N/N=C(\C)c2ccc(C)cc2)S(=O)(=O)c2ccccc2)cc1	-6%	-11%	5%	-1.5%	0.3%	-0.1%	-9%	0.3%	7%
N#Cc1ccc2ccn(CC(=O)NCc3ccccc3)c2c1	-8%	14%	1%	2.9%	-0.3%	1.1%	-37%	-1.6%	-6%
CCOc1ccccc1C(=O)NCCCn1ccnc1	15%	-31%	-2%	-1.5%	-0.1%	-0.2%	-39%	-0.8%	-2%
O=C(Nc1ccccc1Cl)N1CCN(c2ccc3nnc(-c4ccc(F)cc4)n3n2)CC1	6%	-70%	3%	2.2%	0.4%	.	-6%	1.0%	11%
O=C1CN(C(=O)COC(=O)CCNS(=O)(=O)c2ccc(Cl)cc2)c2ccccc2N1	-9%	2%	-11%	2.1%	0.0%	0.2%	-18%	2.1%	11%
CN(C)c1ccc(C=C2C(=O)OC(C)(C(C)(C)C)OC2=O)cc1 (centres undefined)	21%	4%	2%	0.6%	-0.2%	0.1%	-7%	-2.6%	10%
CC(=O)Nc1nc(C)c(C(C)(C)C)s1	15%	-1%	-6%	0.8%	-0.1%	0.4%	-7%	-0.8%	-13%
CCc1ccccc1NC(=O)CCS(=O)(=O)c1ccc(Br)cc1	-15%	2%	-6%	-5.4%	0.4%	-0.3%	5%	-0.1%	6%
CCOC(=O)Cn1c(=O)c2c(nc3n2CCN3Cc2ccccc2)n(C)c1=O	14%	-18%	1%	.	-0.2%	0.1%	.	-1.0%	-10%
CCN(CC)c1ccc(NC2CC(=O)N(CCc3ccc(OC)cc3)C2=O)cc1 (centres undefined)	9%	9%	?	7.0%	-0.1%	0.0%	1%	19%	-8%
CC(=O)N[C@H]1[C@H](Oc2ccc3c(c2)CCC2C3CC[C@]3(C)C(=O)CCC23)O[C@H](CO)[C@@H](O)[C@@H]1O (some centres undefined)	-4%	0%	-4%	-3.2%	-0.1%	-0.3%	-21%	-1.0%	18%
N#Cc1c(NC(=O)CSc2nnnn2C2CCCCC2)sc2c1CCCC2	1%	17%	-3%	-0.3%	0.7%	-0.2%	-40%	1.5%	8%
CC(N=C1CC(C)(C)CC(=O)/C1=C(/O)CCCN1C(=O)c2ccccc2C1=O)C(=O)O (centres undefined)	-17%	-21%	-2%	-3.6%	-0.3%	0.0%	2%	-1.6%	2%
O=C(Nc1ccc2ncccc2c1)c1ccccc1	-1%	-46%	7%	-3.1%	-0.1%	-1.0%	-4%[20 µM]	-1.6%	9%
Cc1nnc(NC(=O)CSc2nccn2C)s1	7%	-28%	-7%	-3.0%	-0.2%	-0.8%	-11%	0.2%	6%
Cc1cccc(Nc2c(-c3ccc(O)cc3)nc3ncccn23)c1	17%	-18%	-8%	4.8%	0.0%	0.8%	25%	-0.6%	-1%
COC(=O)C1=C(C)N(C)C(=S)N(C)C1c1cccc(Br)c1 (centres undefined)	-11%	-22%	-8%	-1.6%	0.0%	0.1%	0%	-2.4%	-1%
CCOC(=O)c1[nH]c2cc3c(cc2c1NC(=O)CN1CCN(CCO)CC1)OCO3	7%	5%	-2%	5.2%	-0.1%	0.6%	-19%	-0.8%	3%
CCNC(=S)N/N=C/c1cc(Br)cc(Br)c1OC	-8%	-25%	-15%	0.4%	0.0%	-0.7%	-18%	-0.6%	4%
CCN(Cc1ccncc1)C(=O)c1cc(COc2c(C)cccc2C)on1	1%	-25%	-3%	-1.7%	-0.1%	-0.3%	-24%	-0.1%	0%
CC(C)(C)c1ccc(C(=O)Nc2ccccc2NC(=O)c2ccco2)cc1	5%	-28%	-5%	6.7%	-0.2%	1.1%	-64%	2.7%	19%
CC(=O)NCCc1ccc(S(=O)(=O)N2CCOCC2)cc1	-9%	1%	-6%	-2.6%	-0.2%	0.0%	1%	-2.2%	-3%
CC(=O)C1=C(O)C(=O)N(c2cc(C(C)(C)C)on2)C1c1ccc(Br)cc1 (centres undefined)	0%	16%	13%	5.2%	-0.2%	-0.3%	13%	0.1%	-1%
CS(=O)(=O)Nc1nnc(Cc2ccccc2)s1	-17%	-16%	-5%	-3.2%	-0.1%	-0.1%	-3%	-1.8%	-7%
Cc1ccc(-c2nnn(CC(=O)N(CC3CCCO3)C(C(=O)NCC3CCCO3)c3ccc(F)cc3)n2)o1 (centres undefined)	3%	-22%	2%	-3.9%	-0.2%	-0.5%	15%	-1.9%	2%
CC1(C)Cc2c(sc3c2C(=O)N(c2ccccc2)C2=NCCN23)CS1	-5%	-3%	-3%	-0.4%	-0.1%	-0.4%	-3%	-1.0%	10%
CC(=O)N1CCc2cc(S(=O)(=O)CCC(=O)Nc3cccc(F)c3)ccc21	-10%	-17%	-6%	-1.2%	-0.1%	0.2%	29%	-0.5%	9%
(listing goes on)
SMILES	GPR35 antagonists	NOD1 inhibition	NS5 inhibitors	KOR beta-arrestin-1	GPR55 beta-arrestin	West Nile antiviral	KOR beta-arrestin-2	HIV fusion peptide	GPR55 LPI antagonism	others
Cc1ccc(C(=O)N(CC(C)C)c2nc3ccccc3s2)o1	-7%	-4%	-4%	-6.8%	-0.1%	-1.0%	27%	-1.3%	3%
COCCNC(=O)c1cc2c(=O)[nH]c3ccccc3c2s1	0%	-10%	2%	-0.7%	0.3%	-0.3%	39%	-0.9%	-7%
COc1ccc(C(=O)NNc2cc(C)nc(NNC(=O)c3ccc(OC)cc3)n2)cc1	-2%	-15%	-8%	-1.1%	0.2%	0.8%	-15%	-1.5%	-10%
O=C(NN1CCOCC1)c1ccc(Cl)s1	-2%	-34%	-2%	3.0%	-0.1%	-0.1%	-36%	-0.3%	6%
COc1ccccc1N1CCN(S(=O)(=O)c2cccc(F)c2)CC1	0%	-18%	-5%	-1.8%	-0.2%	-1.0%	7%	-0.4%	7%	NS5 inhibitors pilot replicate=3.0
COc1cc(CNCc2ccccn2)ccc1OCc1ccccc1Cl	-3%	3%	6%	9.9%	-0.8%	-1.2%	-22%	-0.7%	13%

Screens: PubChem BioAssay, several laboratories

Not all compounds are listed; rates above refer to the full screens.
